Screening results as filed in PubChem.
MazF activator: increases E. coli MazEF RNase cleavage of RNA; AID 504720; P0AE70; 0.32% of 350,000 active; activation, % at 20 µM; FAM/BHQ RNA-DNA oligo cleavage fluorescence, 5 h; in the data active = activation above about 50%
Target sequence (P0AE70 whole entry, looked up): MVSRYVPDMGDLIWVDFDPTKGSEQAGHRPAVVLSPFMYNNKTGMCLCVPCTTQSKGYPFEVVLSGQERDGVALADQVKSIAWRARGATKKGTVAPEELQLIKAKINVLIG
Yp Topo-I inh: blocks Yersinia pestis topoisomerase I activity | Y. pestis Topo-I cleavage product accumulation, plate reader | activity, % at 10 µM | 0.064% of 360,000 active; in the data active = activity above about 50%, passing the limit was not always enough; note: inactives centre near 2
PriA SSB inh: inhibitors of Klebsiella pneumoniae PriA binding to SSB C-terminal tail | AlphaScreen SSBct-PriA binding, biotinylated peptide | inhibition, % at 33 µM | 0.6% of 430,000 active | AID 1272365; in the data active = inhibition mostly above about 37%, no sharp cut-off; inactive = mostly below about 20%;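 note: plate controls were negative control peptide for no effect and reference peptide for full effect; strong numbers were not always called active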
PrPC surface inh: reduces human prion protein on the cell surface; inhibition, % at 13.8 µM; 0.43% of 370,000 active; cell surface PrPC, TR-FRET read-out; AID 720596; in the data active = inhibition above about 24%; note: 0% = median of the test wells and 100% = reference compound wells
VHR inh abs: blocks human VHR1 dual specificity phosphatase; inhibition, % at 13.3 µM; AID 1654; 0.52% of 290,000 active; P51452; recombinant VHR phosphatase, pNPP absorbance; in the data active = inhibition above about 50%; note: some compounds called inactive have numbers as strong as hits
Target sequence (P51452 whole entry, looked up): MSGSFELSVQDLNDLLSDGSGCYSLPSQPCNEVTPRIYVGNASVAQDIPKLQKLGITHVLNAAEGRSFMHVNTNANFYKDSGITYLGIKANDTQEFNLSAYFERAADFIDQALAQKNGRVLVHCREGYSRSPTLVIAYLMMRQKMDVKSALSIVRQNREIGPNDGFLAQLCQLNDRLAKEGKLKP
TcdB inh: blocks C. difficile toxin B glycohydrolase activity | inhibition, % at 9.99 µM | 0.24% of 350,000 active | TcdB glycohydrolase enzymatic assay, plate reader; in the data active = inhibition above about 10%
SARS 3CLpro inh: SARS-CoV 3CLpro protease inhibition | inhibition, % at 6 µM | recombinant SARS-CoV 3CLpro, quenched FRET peptide cleavage | 0.14% of 290,000 active | P0C6X7; in the data active = inhibition above about 12%
CCHFV vOTU inh: blocks the CCHF virus ovarian tumor domain protease. inhibition, % at 11.5 µM. 0.55% of 370,000 active. CCHFV vOTU protease, Pep-AMC fluorescence; in the data active = inhibition above about 30%; note: 0% = vehicle wells with enzyme and 100% = no enzyme wells
Rv3671c protease: inhibits the M. tuberculosis serine protease Rv3671c; inhibition, % at 5.96 µM; 0.048% of 320,000 active; P9WHR9; in the data active = inhibition above about 38%;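 note: extracellular domain of Rv3671c used as enzyme; 0% = enzyme with DMSO and 100% = no enzyme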
Target sequence (P9WHR9 whole entry, looked up, the tested form may be a part): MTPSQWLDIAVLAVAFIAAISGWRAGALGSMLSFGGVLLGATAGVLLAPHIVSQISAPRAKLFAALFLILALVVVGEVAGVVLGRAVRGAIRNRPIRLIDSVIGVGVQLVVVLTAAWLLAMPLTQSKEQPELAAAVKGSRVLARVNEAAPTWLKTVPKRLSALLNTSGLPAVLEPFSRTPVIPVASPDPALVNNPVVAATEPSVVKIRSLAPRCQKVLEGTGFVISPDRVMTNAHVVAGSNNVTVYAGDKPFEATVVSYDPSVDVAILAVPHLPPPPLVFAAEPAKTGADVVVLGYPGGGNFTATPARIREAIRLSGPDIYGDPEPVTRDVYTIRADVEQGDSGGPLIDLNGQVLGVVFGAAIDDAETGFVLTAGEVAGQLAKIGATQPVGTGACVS
BH1578 lux ind: inducers of Vibrio cholerae quorum light production without autoinducers; 0.16% of 350,000 active; V. cholerae BH1578 lux reporter, luminescence, 6 h; activation, % at 18.7 µM; in the data active = activation mostly above about 9.7%, no sharp cut-off; note: not every result past the cut was called active; inactives centre near 0; reference of the scale not given here
* hit, by the source's call. These rows are one share of the data; rates above refer to the full screens.

What do the screens show for `CC[C@]12c3[nH]c4ccc(OC)cc4c3CCN1C(=O)C(CC(=O)NCC13CC4CC(CC(C4)C1)C3)C[C@@H]2C(=O)N1CCN(C(=O)c2ccco2)CC1` (stereo not given in full)?
MazF activator: 5.1; Yp Topo-I inh: 5.1; PriA SSB inh: -0.3; BH1578 lux ind: -1.9

Results for COc1ccc(CNC(=O)c2ccc(Cn3nc(C)cc3C)o2)cc1 ?
MazF activator: 4.0; Yp Topo-I inh: 4.5; PriA SSB inh: -5.7; PrPC surface inh: -4.7; VHR inh abs: 17.7; TcdB inh: 0.6; SARS 3CLpro inh: -2.7; CCHFV vOTU inh: 0.5; Rv3671c protease: 12.4; BH1578 lux ind: -5.9

How did Cc1c(Cc2ccccc2)c(=O)oc2cc(OC(=O)c3ccccc3)ccc12 do in these assays?
MazF activator: -6.5; Yp Topo-I inh: -2.7; PriA SSB inh: -15.9; PrPC surface inh: -4.9; VHR inh abs: 1.2; SARS 3CLpro inh: 0.0; CCHFV vOTU inh: -4.7; Rv3671c protease: 1.1; BH1578 lux ind: inactive

Results for Cc1nc(SCC(=O)NC2CCCCC2C)c(C#N)c(C)c1C (stereo not given) ?
MazF activator: 7.4; Yp Topo-I inh: 5.3; PriA SSB inh: -2.0; PrPC surface inh: -1.6; TcdB inh: -2.0; CCHFV vOTU inh: 15.8; Rv3671c protease: -2.0; BH1578 lux ind: -0.4

Results for O=C(CSc1nnc(Cc2cccs2)n1-c1ccc(Cl)cc1)NCc1ccc2c(c1)OCO2 ?
MazF activator: -1.2; Yp Topo-I inh: 22.7; PriA SSB inh: 11.6; PrPC surface inh: -6.5; VHR inh abs: 7.6; SARS 3CLpro inh: -1.3; CCHFV vOTU inh: 6.2; Rv3671c protease: 0.8; BH1578 lux ind: 6.7

Results for O=P(/C(=N/O)Sc1ccccc1)(N1CCOCC1)N1CCOCC1 ?
MazF activator: 0.0; Yp Topo-I inh: 13.0; PrPC surface inh: 2.1; VHR inh abs: 13.1; SARS 3CLpro inh: -0.6; CCHFV vOTU inh: 2.7; Rv3671c protease: -0.4; BH1578 lux ind: inactive

How did Cn1c(SCC(=O)C(C)(C)C)nnc1-c1ccc(F)cc1 do in these assays?
MazF activator: -0.2; Yp Topo-I inh: 2.7; PriA SSB inh: -9.8; PrPC surface inh: 4.1; VHR inh abs: 37.1; TcdB inh: -0.5; SARS 3CLpro inh: 1.7; CCHFV vOTU inh: 2.4; Rv3671c protease: 0.3; BH1578 lux ind: inactive

What do the screens show for `Cc1ccc(NC(=O)C2Cc3ccccc3CN2C(=O)c2ccco2)cc1S(=O)(=O)N(C)C` (stereo not given)?
MazF activator: 5.2; Yp Topo-I inh: 13.3; PriA SSB inh: 8.1; PrPC surface inh: 1.2; VHR inh abs: 24.8; TcdB inh: 1.5; SARS 3CLpro inh: 3.6; CCHFV vOTU inh: -6.6; Rv3671c protease: 4.6; BH1578 lux ind: -0.5

How did COc1ccc(OC)c(C2=NOC(C(=O)N3CCC4(CC3)OCCO4)C2)c1 (stereo not given) do in these assays?
MazF activator: -4.4; Yp Topo-I inh: -3.4; PriA SSB inh: -2.6; PrPC surface inh: 2.4; VHR inh abs: 16.2; SARS 3CLpro inh: -1.7; CCHFV vOTU inh: 10.2; Rv3671c protease: -9.7; BH1578 lux ind: -2.1

What do the screens show for `CC1CCN(C(CC(=O)c2ccccc2)C(=O)c2ccccc2)CC1` (stereo not given)?
MazF activator: -0.6; Yp Topo-I inh: -1.5; PriA SSB inh: -4.0; PrPC surface inh: 2.5; TcdB inh: -7.3; CCHFV vOTU inh: 10.4; BH1578 lux ind: 2.7

Five compounds already listed, arranged by number of heavy atoms, ascending:
Results for Cc1nc(SCC(=O)NC2CCCCC2C)c(C#N)c(C)c1C (stereo not given) ?
MazF activator: 7.4; Yp Topo-I inh: 5.3; PriA SSB inh: -2.0; PrPC surface inh: -1.6; TcdB inh: -2.0; CCHFV vOTU inh: 15.8; Rv3671c protease: -2.0; BH1578 lux ind: -0.4

What do the screens show for `CC1CCN(C(CC(=O)c2ccccc2)C(=O)c2ccccc2)CC1` (stereo not given)?
MazF activator: -0.6; Yp Topo-I inh: -1.5; PriA SSB inh: -4.0; PrPC surface inh: 2.5; TcdB inh: -7.3; CCHFV vOTU inh: 10.4; BH1578 lux ind: 2.7

How did Cc1c(Cc2ccccc2)c(=O)oc2cc(OC(=O)c3ccccc3)ccc12 do in these assays?
MazF activator: -6.5; Yp Topo-I inh: -2.7; PriA SSB inh: -15.9; PrPC surface inh: -4.9; VHR inh abs: 1.2; SARS 3CLpro inh: 0.0; CCHFV vOTU inh: -4.7; Rv3671c protease: 1.1; BH1578 lux ind: inactive

Results for O=C(CSc1nnc(Cc2cccs2)n1-c1ccc(Cl)cc1)NCc1ccc2c(c1)OCO2 ?
MazF activator: -1.2; Yp Topo-I inh: 22.7; PriA SSB inh: 11.6; PrPC surface inh: -6.5; VHR inh abs: 7.6; SARS 3CLpro inh: -1.3; CCHFV vOTU inh: 6.2; Rv3671c protease: 0.8; BH1578 lux ind: 6.7

What do the screens show for `CC[C@]12c3[nH]c4ccc(OC)cc4c3CCN1C(=O)C(CC(=O)NCC13CC4CC(CC(C4)C1)C3)C[C@@H]2C(=O)N1CCN(C(=O)c2ccco2)CC1` (stereo not given in full)?
MazF activator: 5.1; Yp Topo-I inh: 5.1; PriA SSB inh: -0.3; BH1578 lux ind: -1.9

Next section:
How did O=C(O)CCCn1c(=O)[nH]c2ccccc2c1=O do in these assays?
MazF activator: 9.3; Yp Topo-I inh: -5.8; PriA SSB inh: -11.2; PrPC surface inh: 2.0; VHR inh abs: -7.7; SARS 3CLpro inh: -1.7; CCHFV vOTU inh: 1.6; Rv3671c protease: -7.0

What do the screens show for `COc1ccc(Cc2nc(C(=O)Nc3ccccc3)cs2)cc1`?
MazF activator: 7.1; Yp Topo-I inh: 26.9; PriA SSB inh: -7.3; PrPC surface inh: -2.4; VHR inh abs: 19.6; SARS 3CLpro inh: -1.3; CCHFV vOTU inh: 8.0; Rv3671c protease: 2.0; BH1578 lux ind: 0.5

How did Cc1cccc(/C=N/NC(=O)c2cc(C)nc3ccccc23)n1 do in these assays?
MazF activator: -1.2; Yp Topo-I inh: -4.0; PrPC surface inh: 7.5; VHR inh abs: 45.8; TcdB inh: 1.4; SARS 3CLpro inh: 0.1; CCHFV vOTU inh: 11.3; Rv3671c protease: -2.1; BH1578 lux ind: -0.5

How did CCOc1ccccc1CNC(=O)C1CCN(S(=O)(=O)N2CCC(C)CC2)CC1 do in these assays?
MazF activator: 2.8; Yp Topo-I inh: 13.5; PrPC surface inh: -7.1; TcdB inh: 0.1; CCHFV vOTU inh: 1.2; BH1578 lux ind: -0.8

What do the screens show for `Cc1ccc(S(=O)(=O)Oc2ccc(C3C4=C(CCCC4=O)N(CCC(=O)O)C4=C3C(=O)CCC4)cc2Cl)cc1`?
MazF activator: -12.3; Yp Topo-I inh: -10.0; PriA SSB inh: 13.1; PrPC surface inh: -8.6; VHR inh abs: -1.5; SARS 3CLpro inh: 0.4; CCHFV vOTU inh: -117.1; Rv3671c protease: -8.5; BH1578 lux ind: -0.3

What do the screens show for `Cc1ccc(C(=O)NCc2cccnc2)cc1S(=O)(=O)N1CCCCCC1`?
MazF activator: -8.0; Yp Topo-I inh: 16.9; PriA SSB inh: -4.4; PrPC surface inh: 5.0; VHR inh abs: 24.0; TcdB inh: 0.3; SARS 3CLpro inh: -3.4; CCHFV vOTU inh: 1.1; Rv3671c protease: -3.0; BH1578 lux ind: inactive

What do the screens show for `CC(=O)NS(=O)(=O)c1ccc(NC(=S)NC(=O)COc2ccccc2C)cc1`?
MazF activator: 2.6; Yp Topo-I inh: 4.4; PriA SSB inh: 3.4; PrPC surface inh: 0.0; VHR inh abs: -6.9; SARS 3CLpro inh: -2.0; CCHFV vOTU inh: -0.9; Rv3671c protease: -10.7; BH1578 lux ind: -0.2

How did CCc1ccc(NC(=O)c2ccc(NC(=O)C3CCCO3)cc2)cc1 (stereo not given) do in these assays?
MazF activator: 7.3; Yp Topo-I inh: 2.6; PriA SSB inh: -4.1; VHR inh abs: -17.3; SARS 3CLpro inh: -4.1; Rv3671c protease: -0.8; BH1578 lux ind: -1.3

What do the screens show for `C#CCOCCOCCOCCNc1nc(N2CCN(C(=O)[C@H](Cc3ccc(O)cc3)n3cc([C@@H](N)C(C)CC)nn3)CC2)nc(N2CCN(C(=O)[C@H](Cc3cc4ccccc4[nH]3)n3cc([C@@H](N)CC(C)C)nn3)CC2)n1` (stereo not given in full)?
MazF activator: -22.1; PriA SSB inh: 25.2; PrPC surface inh: 0.6; VHR inh abs: 24.8; TcdB inh: 0.8; SARS 3CLpro inh: -3.0; CCHFV vOTU inh: -6.8; Rv3671c protease: -2.2

What do the screens show for `CC(C)Cc1nnc(NC(=O)C2CC(=O)N(Cc3ccccc3)C2)s1` (stereo not given)?
MazF activator: 2.2; Yp Topo-I inh: 8.2; PriA SSB inh: 17.3; PrPC surface inh: 2.3; VHR inh abs: 20.2; TcdB inh: -3.1; SARS 3CLpro inh: -7.6; CCHFV vOTU inh: 10.8; Rv3671c protease: 3.1; BH1578 lux ind: inactive

How did O=C1C(c2ccnc3ccccc23)=C(O)c2ccccc21 do in these assays?
MazF activator: 1.3; Yp Topo-I inh: -3.4; PriA SSB inh: -9.6; PrPC surface inh: -5.1; VHR inh abs: 0.0; SARS 3CLpro inh: -3.5; CCHFV vOTU inh: 13.7; Rv3671c protease: -18.8; BH1578 lux ind: -0.1

Results for COc1ccc(CCNC(=O)c2cc3sc(Cl)cc3n2C)cc1OC ?
MazF activator: -3.3; Yp Topo-I inh: -1.1; PriA SSB inh: -99.2; PrPC surface inh: -6.3; VHR inh abs: 23.6; TcdB inh: 2.5; SARS 3CLpro inh: -0.2; CCHFV vOTU inh: -4.8; Rv3671c protease: 0.3; BH1578 lux ind: -0.2

How did Cc1ccccc1C(=O)c1cn[nH]c1-c1ccccc1O do in these assays?
MazF activator: 3.9; Yp Topo-I inh: 1.6; PriA SSB inh: 9.5; PrPC surface inh: -10.0; TcdB inh: 4.3; SARS 3CLpro inh: -0.8; CCHFV vOTU inh: 19.5; Rv3671c protease: -2.1; BH1578 lux ind: -0.5

Results for COC(=O)Cn1nnc(-c2cccc(OC)c2)n1 ?
MazF activator: -2.2; Yp Topo-I inh: 2.0; PriA SSB inh: -15.1; PrPC surface inh: -2.4; VHR inh abs: 11.7; TcdB inh: 1.3; SARS 3CLpro inh: -3.5; CCHFV vOTU inh: -5.8; Rv3671c protease: -10.3; BH1578 lux ind: inactive

How did N#CCSc1nnc(-c2c[nH]c3ccccc23)o1 do in these assays?
MazF activator: -3.1; Yp Topo-I inh: 1.2; PriA SSB inh: 1.6; PrPC surface inh: -4.0; VHR inh abs: 13.7; TcdB inh: -1.8; SARS 3CLpro inh: 0.4; CCHFV vOTU inh: -5.2; Rv3671c protease: -2.8; BH1578 lux ind: 5.3

How did CN(CC(=O)Nc1ccccc1Cl)C(=O)COC(=O)C1CC1 do in these assays?
MazF activator: -4.8; Yp Topo-I inh: -4.0; PriA SSB inh: -2.4; PrPC surface inh: -4.3; TcdB inh: 0.7; CCHFV vOTU inh: 6.0; Rv3671c protease: 1.0; BH1578 lux ind: -1.4

Results for COc1ccc(NC(=O)COc2ccccc2C)cc1S(=O)(=O)N1CCCCC1 ?
MazF activator: 3.8; Yp Topo-I inh: 34.5; PriA SSB inh: -2.1; PrPC surface inh: 3.9; TcdB inh: 0.0; CCHFV vOTU inh: -7.5; Rv3671c protease: -1.6; BH1578 lux ind: -0.9

What do the screens show for `CCOc1nc2cnccc2n(CC(=O)Nc2ccc(C)c(C)c2)c1=O`?
MazF activator: 6.6; Yp Topo-I inh: 0.8; PriA SSB inh: 0.7; PrPC surface inh: 3.8; VHR inh abs: 1.3; TcdB inh: 0.5; SARS 3CLpro inh: 2.7; CCHFV vOTU inh: 8.4; Rv3671c protease: 1.9; BH1578 lux ind: 0.5
